miR122 inh: blocks miR-122 activity in Huh7 sensor cells. Huh7 miR-122 Renilla luciferase sensor, 48 h; neutral wells = 0, positive control = 100. 340,000 compounds, 0.3% hits. activation (reporter increase), % at 12.5 µM. AID 602342;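 active = mean replicate activation score at least 90 and every replicate individually at or above 90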;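 also: higher luciferase means less miR-122 activity so hits act as miR-122 inhibitors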
ERAP1 HTS inh: inhibitors of human ERAP1 aminopeptidase. inhibition, % at 10.7 µM. recombinant ERAP1, Leu-AMC fluorescence, 60 min. 340,000 compounds, 0.15% hits;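 active = mean replicate inhibition of at least 30%, or all replicates individually reaching that 30% level; inactive = mean below 30% and not every replicate reaching it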;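 also: 0% = neutral control wells and 100% = L-leucinethiol positive control wells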
E-sel inducer: induces E-selectin expression in human endothelial cells | P16581 | HUVEC E-selectin immunofluorescence imaging; normalized: neutral wells 0, TNF-alpha wells 100 | 260,000 compounds, 0.37% hits | activation, % at 7.58 µM | AID 686992;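 active = mean E-selectin-positive cell signal at least 10% of the positive control, reached in at least 60% of replicates, without over 20% cell loss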;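 also: in these data hits start at about 27%; measured in HUVEC primary endothelial cells; signal is the percent of cells scored E-selectin positive by PE staining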
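System: HUVEC, human umbilical vein endothelial cells; quantity: 3,000 cells/well; buffer or medium: EGM-2 medium, gelatin-coated wells; dosing: single-point compound dose; detection: immunofluorescence imaging; evaluation: % PE-positive cells; benchmarks: TNF-alpha, DMSO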
Cneo AK release: Cryptococcus neoformans lysis via adenylate kinase release; C. neoformans lysis, adenylate kinase release luminescence, 4 h; normalised: neutral wells 0, clomiphene wells 100; lysis activity, % at 15 µM; 360,000 compounds, 0.2% hits;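 active = mean lysis activity across replicates of at least 80%, whatever share of replicates individually reach that level; inactive = mean lysis activity below 80%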
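Assay system: log-phase C. neoformans yeast / Quantity: yeast cell density of 5 × 10^6 cells/mL / Medium: fresh YPD growth medium / Compound: single dose / Timing: static 4 h at 37 °C with compound, 1 h detection / Measured by: adenylate kinase release luminescence / Read-out: lysis from increased AK signal / Benchmarks: Clomiphene as positive lysis control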
PGC1a acetyl inh: modulators of PGC1a acetylation; 350,000 compounds, 0.17% hits; AID 651687; U2OS PGC1a acetylation, AlphaScreen anti-acetyl-lysine; with virally co-expressed GCN5 acetyltransferase; inhibition, % at 15.6 µM;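 active = every replicate shows inhibition of at least 40%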;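 also: 0% = neutral control wells and 100% = positive control wells; some results beyond the cut were filed as inactive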
PglD DTNB: PglD (C. jejuni) enzyme inhibition | AID 602405 | inhibition, % at 12.5 µM | 360,000 compounds, 0.098% hits | purified PglD enzyme, DTNB colorimetric CoA detection; in the data active = inhibition above about 16%, passing the limit was not always enough; also: strong numbers were not always called active
RAD54 inh: RAD54 (human) branch migration inhibition; Q92698; RAD54 Holliday junction branch migration, FAM/BHQ fluorescence; inhibition, % at 10.4 µM; 360,000 compounds, 0.14% hits;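 active = mean normalized replicate activity at least 40 and at least half of replicates scoring 40 or more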;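 also: 0% = median of neutral control wells and 100% = median of positive control wells; inhibitors cause a drop in the FAM fluorescence signal; in these data hits start at about 50%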
Target sequence (Q92698 whole entry, looked up): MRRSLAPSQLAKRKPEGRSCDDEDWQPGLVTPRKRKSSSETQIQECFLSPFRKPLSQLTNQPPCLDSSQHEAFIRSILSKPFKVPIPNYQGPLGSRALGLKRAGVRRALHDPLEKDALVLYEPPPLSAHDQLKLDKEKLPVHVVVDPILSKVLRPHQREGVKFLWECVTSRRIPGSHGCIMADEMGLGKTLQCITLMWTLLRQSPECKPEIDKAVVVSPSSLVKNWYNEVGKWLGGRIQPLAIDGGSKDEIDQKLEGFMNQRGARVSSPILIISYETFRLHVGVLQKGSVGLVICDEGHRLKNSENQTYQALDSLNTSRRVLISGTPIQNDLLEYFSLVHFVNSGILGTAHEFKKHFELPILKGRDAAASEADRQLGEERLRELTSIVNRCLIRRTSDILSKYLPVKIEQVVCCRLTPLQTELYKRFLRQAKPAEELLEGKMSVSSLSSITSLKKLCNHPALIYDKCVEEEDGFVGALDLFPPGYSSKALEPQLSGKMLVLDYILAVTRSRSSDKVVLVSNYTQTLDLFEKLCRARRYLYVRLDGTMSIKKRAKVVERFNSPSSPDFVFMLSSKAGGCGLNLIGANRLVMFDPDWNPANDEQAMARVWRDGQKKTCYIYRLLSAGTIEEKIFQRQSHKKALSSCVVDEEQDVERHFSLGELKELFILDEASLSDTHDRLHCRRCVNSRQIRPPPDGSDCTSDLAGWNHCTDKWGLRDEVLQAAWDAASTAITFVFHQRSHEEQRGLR
RAD52 inh: inhibitors of human RAD52 DNA annealing; 360,000 compounds, 0.46% hits; recombinant RAD52 DNA annealing, FRET fluorescence; inhibition, % at 18.7 µM;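 active = every replicate showing at least 50% inhibition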
* marks the source's active call; other numbers are inactive results; . = no result given; & = joins results of further samples; [ ] = remark or other dose.

SMILES	miR122 inh	ERAP1 HTS inh	E-sel inducer	Cneo AK release	PGC1a acetyl inh	PglD DTNB	RAD54 inh	RAD52 inh
COc1ccc(C(=O)NC(C)CCc2ccccc2)cc1[N+](=O)[O-] (configuration not stated)	-6	-1	.	-1	-5	0	7	-2
COC(=O)CSc1[nH]c2ccc(F)cc2c1[N+](=O)[O-]	1	9	.	0	-3	-4	-4	-11
COc1cccc(NC(=O)N(C)C[C@@H]2Oc3ncc(C#Cc4ccncc4)cc3C(=O)N([C@H](C)CO)C[C@H]2C)c1	-19[16.7 µM]	0	-0.2	-2	-4	-5	2	-8
O=C(NCc1cccnc1)c1ccccc1NC(=O)c1c(F)cccc1F	2	-3	-0.6	3	.	0	-14	-9
CN(C(=O)c1ccccc1OCc1ccc(Cl)cc1)c1ccccc1	14	-4	-0.2	0	.	-3	5	-20
COc1ccccc1OCC(=O)NCCCN1CCOCC1	2	-1	.	0	4	1	-7	-11
O=C(CN1C(=O)CSc2ccc(C(F)(F)F)cc21)Nc1ccccc1	-2	0	0.5	2	.	4	0	-5
COc1ccc(OC)c(N(CC(=O)NC2CC3CCC2C3)S(=O)(=O)c2ccccc2)c1 (configuration not stated)	.	-2	.	-1	.	6	-5	-10
O=S(=O)(c1cccs1)N1CCc2ccccc2C1	-2	.	.	6	3	.	-2	.
COc1ccc(Cc2nnc(NC(=O)Nc3ccccc3OC)s2)cc1	-6	0	.	0	-10	6	-6	-4
CNc1c(NS(=O)(=O)c2ccc(OC)cc2)c(=O)oc2ccccc12	.	1	0.5	-1	.	7	-8	-17
Cc1cccc(N(C(=O)CCC(=O)Nc2nccs2)C(C(=O)NC(C)(C)C)c2ccc(O)cc2)c1 (configuration not stated)	-5	3	-0.1	.	-3	.	.	-14
CCn1c(SCc2ccc(C(=O)OC)o2)nc2sc3c(c2c1=O)CCCC3	-9	.	.	0	-3	5	4	.
COCC#Cc1ccc2c(c1)O[C@H](CN(C)Cc1ccccc1F)[C@H](C)CN([C@H](C)CO)S2(=O)=O	3[16.7 µM]	-1	-0.3	7	-2	-2	5	-35
O=S(=O)(c1ccc(F)cc1)n1ccc(-c2cccc(OCc3ccc(Cl)cc3Cl)c2)n1	-2	.	.	2	-3	-2	9	.
CN(C)C(=O)c1cccc(-c2ccc([C@H]3[C@@H](CO)N4C(=O)CN(C(=O)C5CCCC5)C[C@@H]34)cc2)c1	.	1	0.6	.	-9	.	.	-7
C=CCC1(CC=C)CCCN1C(=O)c1cc(COc2cccc(C(F)(F)F)c2)on1	-6	-6	-0.5	3	-6	-3	-6	-24
Cc1cccc(NC(=O)CN2C(=O)S/C(=C\C(=O)Nc3ccc(Cl)cc3)C2=O)c1	6	.	0.1	2	-4	-2	10	.
Cc1cc(C)c(S(=O)(=O)N2CCN(C(=O)c3c(C)nn(-c4ccccc4)c3Cl)CC2)c(C)c1	-14	5	-0.1	-2	-4	-3	-3	1
COc1ccc(C(CC(=O)O)NC(=O)Cc2ccccc2)cc1 (configuration not stated)	-5	.	.	-2	-2	3	13	.
CCOc1ncccc1C(=O)OCC(=O)Nc1ccc(Cl)cn1	-4	-2	-0.1	-1	2	-3	-2	-2
Cc1cc(C)c(-c2cc(NC(=O)COC(=O)c3ccc(C#N)cc3)n(-c3ccccc3)n2)cc1C	.	5	.	15	.	-1	10	-13
CC(C)(C)C(=O)Cn1ncc(N2CCOCC2)c(Cl)c1=O	-5	-3	.	2	.	-2	5	2
CC(C)NC(=O)Nc1ccc2c(c1)C(=O)N([C@@H](C)CO)C[C@H](C)[C@@H](CN(C)C(=O)CCCN(C)C)OCCCC[C@H](C)O2	-2[16.7 µM]	-5	0.7	1	-4	-1	14	-2
C=C(C)Cn1c(NCCC)nc2c1c(=O)n(C)c(=O)n2C	-4	-3	0.9	-2	2	.	0	-2
CC(C)C#Cc1ccc2c(c1)O[C@@H](CN(C)C(=O)CN(C)C)[C@H](C)CN([C@@H](C)CO)S2(=O)=O	11[16.7 µM]	4	0.0	8	-5	1	-3	10
CC(=O)Nc1sc(N/N=C\c2ccco2)nc1-c1cccs1	1	.	0.1	-2	0	1	-2	.
O=[N+]([O-])c1ccc(/C=N/NS(=O)(=O)c2ccc(Cl)cc2)o1	2	2	.	9	7	4	-4	-19
O=C(CCn1ccnc1)Nc1ccc2ccccc2c1	-1	-3	.	1	3	-8	5	0
C[C@H]1CN([C@@H](C)CO)C(=O)c2cc(NC(=O)Nc3ccc(C(F)(F)F)cc3)ccc2O[C@H]1CN(C)Cc1ccc(C(=O)Nc2ccccc2N)cc1	.	-3	12	.	-5	.	.	-25
C=CCNC(=S)NNc1nc(N2CCCC2)nc(N2CCCC2)n1	2	1	-0.2	-3	-13	-4	-3	-3
C[C@@H]1CCCCO[C@@H](CN(C)Cc2ccccc2)[C@H](C)CN([C@H](C)CO)C(=O)c2cc(NS(=O)(=O)c3cn(C)cn3)ccc2O1	5[16.7 µM]	3	-0.2	2	-13	-2	0	4
CN(C)CCn1c2c(c(SCC(=O)Nc3nccs3)nc1=O)CCCC2	3	-8	.	-1	.	4	-4	-12
C[C@H](CO)N1C[C@H](C)[C@H](CN(C)S(=O)(=O)c2ccc(Oc3ccccc3)nc2)OCc2cnnn2CCCC1=O	-2	14&-1	-0.7	-3&3	6&-5	-8&2	4&-8	-6&9
C[C@H](CO)N1C[C@H](C)[C@H](CN(C)S(C)(=O)=O)Oc2ccc(NC(=O)CCC(F)(F)F)cc2C1=O	3[16.7 µM]	2	-8.4	3	4	7	4	10
CN1C(=O)N(CC(=O)NCc2ccc(Cl)cc2Cl)C(=O)C12CCCCC2	1	-3	.	0	-4	-1	1	-6
CC(=O)Nc1ccc(S(=O)(=O)N2CCC(C(=O)NCc3cccnc3)CC2)cc1	-3	2	.	0	-2	-6	-11	-13
O=C(Cc1ccc([N+](=O)[O-])cc1)Nc1cccc(C(F)(F)F)c1	4	1	.	.	2	.	.	-11
C[C@@H]1CN([C@H](C)CO)C(=O)Cc2cc(NC(=O)CCC(F)(F)F)ccc2O[C@H]1CN(C)C(=O)Nc1ccc2c(c1)OCO2	-3[16.7 µM]	4	-2.0	1	-20	18	-9	11
Cc1ccc(C(=O)OCC(=O)c2ccc(CC(=O)N3CCOCC3)s2)c(C)c1	2	-1	-0.2	-2	.	-5	-11	-37
CC1CCN(S(=O)(=O)c2cn(CC(=O)Nc3ccc(C#N)cc3)cn2)CC1	.	4	.	-2	3	-2	0	-10
CCOC(=O)C1CCN(S(=O)(=O)c2ccc3c(c2)CC(=O)N3)CC1	-5	3	.	0	3	3	0	-21
O=C(C1CCOCC1)N1CC2(C1)[C@H](c1ccccc1)[C@@H](CO)N2Cc1ccc(Cl)cc1	.	0	-0.2	.	-2	.	.	-2
CCOc1ccc(NC(=O)CN(C)C(=O)CCCNC(=O)c2ccc(Cl)cc2)cc1OCC	2	15	.	1	-14	0	4	26
CCC(CC)C(=O)NCCc1ccc(F)cc1	-7	.	.	1	5	4	-2	.
COc1ccc2c(c1)CCCC21NC(=O)N(CC(=O)N2CC(C)OC(C)C2)C1=O (configuration not stated)	6	-3	-0.4	2	-1	-2	-11	1
COc1ccccc1NC(=O)CSC1CC(=O)N(c2ccc3c(c2)OCO3)C1=O (configuration not stated)	-8	.	.	0	-6	-4	0	.
OCC1OC(n2ccc3c2ncn2ncnc32)C(O)C1O (configuration not stated)	.	-1	2.2	2	.	3	3	-11
CCC(C)(C)n1nnnc1C(C(C)C)N1CCN(C)CC1 (configuration not stated)	.	-2	.	1	-1	3	8	-5
Cc1ccc(S(=O)(=O)c2ccc(Cl)cc2)cc1S(=O)(=O)N1CCN(C)CC1	-6	4	.	0	-14	3	-4	-8
CCN1CCN(C(c2cccnc2)c2c(NC(=O)c3ccco3)sc(C)c2C)CC1 (configuration not stated)	-4	2	.	-1	-5	4	-5	-11
O=C(NCCCn1ccnc1)/C(=C/c1cccs1)NC(=O)c1ccco1	-1	.	5.8	2	.	-8	-4	-12
O=S(=O)(c1ccc(Cl)cc1)N1CCN(C(=S)Nc2ccccc2F)CC1	4	4	6.3	-2	-2	7	0	-9
O=C(NNS(=O)(=O)c1ccc2ccccc2c1)C1CCN(Cc2ccccc2)CC1	-1	.	.	0	4	-8	12	.
Cc1cc(C)nc(N2C(=O)CC(C(=O)O)NC2=NCCc2c[nH]c3ccccc23)n1 (configuration not stated)	5	.	.	1	-8	3	-2	.
O=C(Nc1ccc(S(=O)(=O)NC2=NCCCCC2)cc1)c1cccc(S(=O)(=O)N2CCOCC2)c1	-9	5	-0.1	2	14	-1	-6	-11
O=C(C[C@H]1C[C@H]2c3cc(NC(=O)C4CCC4)ccc3O[C@H]2[C@@H](CO)O1)NCc1ccccc1	-4[16.7 µM]	5	0.0	-2	10	1	-2	-5
CCN1CCN(c2ccc(S(=O)(=O)N3CCCCC3)cc2NC(=O)/C=C/c2ccc([N+](=O)[O-])cc2)CC1	-7	3	.	5	.	-1	-4	12
COc1nc(Oc2ccc(=O)n(C)n2)nc(N(C)C)n1	-3	.	.	0	-3	-6	-17	.
Fc1ccc(Nc2nc(N3CCOCC3)c3ccccc3n2)cc1	-12	.	.	1	1	11	-3	.

Fetched by structure from the list above, 3 records:
SMILES	miR122 inh	ERAP1 HTS inh	E-sel inducer	Cneo AK release	PGC1a acetyl inh	PglD DTNB	RAD54 inh	RAD52 inh
Cc1ccc(S(=O)(=O)c2ccc(Cl)cc2)cc1S(=O)(=O)N1CCN(C)CC1	-6	4	.	0	-14	3	-4	-8
COc1ccccc1NC(=O)CSC1CC(=O)N(c2ccc3c(c2)OCO3)C1=O (configuration not stated)	-8	.	.	0	-6	-4	0	.
Fc1ccc(Nc2nc(N3CCOCC3)c3ccccc3n2)cc1	-12	.	.	1	1	11	-3	.

The results go on.
SMILES	miR122 inh	ERAP1 HTS inh	E-sel inducer	Cneo AK release	PGC1a acetyl inh	PglD DTNB	RAD54 inh	RAD52 inh
O=C(O)c1ncn(Cc2ccc(Br)cc2)c1C(=O)O	6	5	.	.	0	.	.	-43
COc1ccc(NC(=O)N2CCCCN3[C@@H](CO)[C@H](c4ccc(-c5ccccc5C)cc4)[C@@H]3C2)cc1	-8[16.7 µM]	.	-0.5	2	-3	11	0	.
CSCCC(NC(=O)c1ccccc1Cl)C(=O)Nc1cccc(S(=O)(=O)N2CCCC2)c1 (configuration not stated)	4	-7	.	0	-2	-1	13	-9
CCCSc1nnc(NC(=O)Nc2ccc(C)cc2)s1	-7	.	.	-6	6	-2	-3	-8
O=C(Nc1ccc2c(c1)OCO2)NC1CCN(Cc2ccccc2)CC1	6	2	.	-2	12	2	-3	-13
COc1ccc(CCC(=O)Nc2ccc(Cl)c(S(=O)(=O)N3CCCC3)c2)cc1	.	15	1.5	-3	6	-2	-4	-21
Cc1ccc(C)c(S(=O)(=O)N2CCCOC2CNC(=O)C(=O)NCc2ccccc2)c1 (configuration not stated)	5	-1	0.0	0	1	4	-6	-17
COc1ccc(CN(C)CC(=O)Nc2cccc3ccccc23)cc1F	.	0	-0.1	-1	.	5	-7	-22
O=C(NC1CCCCC1)N1CC(=O)N2[C@H](C1)[C@H](c1ccc(/C=C/c3ccccc3)cc1)[C@@H]2CO	.	0	0.2	.	0	.	.	6
Cc1ccccc1N=C(N)Nc1ccccc1C	-4	-1	5.0	-1	6	2	-3	0
CC(C)(C)C1CCc2onc(C(=O)NCc3ccc(F)cc3)c2C1 (configuration not stated)	1	.	.	3	2	0	-13	.
Cc1ccc(S(=O)(=O)c2c(C)cc(C)nc2Oc2cccc(C)c2C)cc1	3	.	.	0	-19	-3	-1	.

Source: PubChem
